From PubChem
G9a inh – inhibitors of human histone lysine methyltransferase G9a; Q96KQ7; G9a H3K9 monomethylation, AlphaScreen, 2 h; Potency, µM (titrated, usually from 102 µM), inactives show at the highest dose activity, negative = inhibition, actives largely listed as inhibitors; hit rate 8.8% among 350,000; AID 504332; note: % is set by controls: 0 for no effect and ±100 for the full control effect; nearly all actives have a fitted effect of over 75% in size
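Methyltransferase reactions run at room temperature for 2 h (20 nM enzyme, 500 nM biotin-H3K9 peptide, 20 uM SAM) after a 15 min compound preincubation; product detected by AlphaScreen beads and anti-H3K9me1 antibody.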
POLH inh – inhibitors of human DNA polymerase eta; Q9Y253; recombinant Pol eta, fluorescent DNA replication assay; Potency, µM (titrated, usually from 114 µM), inactives show top-dose activity change, negative = inhibition, most hits filed as inhibitors; hit rate 1.2% among 390,000; AID 588591; note: % is set by controls: 0 for no effect and ±100 for the full control effect
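Fluorescent replication assay: 50 nM final substrate added after a 15 min room-temperature compound preincubation with 10 nM enzyme. Signal taken at 0 min and again at 10 min.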
POLI inh – inhibitors of human DNA polymerase iota; Q9UNA4; Pol iota fluorescent replication assay, 10 min; Potency, µM (top dose mostly 115 µM), inactives show at the top dose activity, negative = inhibition, hits mostly inhibitors; hit rate 1% among 390,000
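Pol iota at 10 nM preincubated 15 min with compounds at room temperature; reaction started with fluorescent substrate, 50 nM final. Fluorescence read kinetically at 0 and 10 min; buffer-only wells as negative control.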
APEX1 inh – inhibitors of human APE1 endonuclease; P27695; recombinant APE1, TAMRA/BHQ-2 abasic DNA cleavage fluorescence; Potency, µM (titrated, usually from 65.8 µM), for inactives: at the top dose activity change, negative = inhibition, hits mostly inhibitors; hit rate 0.35% among 350,000; AID 2517;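 note: plate controls were vehicle for no effect and reference inhibitor for full effect; nearly all actives have a fitted effect of over 55% in size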
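Quantitative HTS: incision of a TAMRA/BHQ-2 double-stranded substrate bearing a tetrahydrofuran abasic site by 0.75 nM APE1 raises fluorescence. Substrate 50 nM final, added after 15 min compound preincubation at room temperature; progress as third-minus-first kinetic read difference.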
Apoferritin bind – candidate novel general anesthetic via apoferritin binding; P02791; apoferritin/1-aminoanthracene competitive binding, fluorescence; Potency, µM (doses to about 77.5 µM), inactives show top-dose activity change, negative = displacement, most hits filed as inhibitors; hit rate 0.074% among 350,000; AID 485281; note: % is set by controls: 0 for no effect and ±100 for the full control effect; nearly all actives have a fitted effect of over 20% in size
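Probe: 1-aminoanthracene (50% saturated, PBS). Protein: horse-spleen apoferritin, 10 uM. Incubation: 10 min, room temperature. Detection: 380 nm excitation, 535 nm emission. Analysis: normalized response, four-parameter Hill.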
BLM inh – blocks DNA unwinding by human BLM helicase; P54132; recombinant BLM DNA unwinding, fluorescence dequenching; Potency, µM (highest dose often 56.1 µM), without a hit: at the top dose activity change, negative = inhibition, most hits filed as inhibitors; hit rate 0.2% among 350,000; AID 2528;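 note: plate controls were vehicle for no effect and no enzyme for full effect; nearly all actives have a fitted effect of over 35% in size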
Pol kappa inh – blocks human DNA polymerase kappa activity; purified Pol kappa, fluorescent DNA synthesis assay, 10 min; Q9UBT6; Potency, µM (highest dose often 107 µM), for inactives: top-dose activity, negative = inhibition, actives largely listed as inhibitors; hit rate 0.53% among 400,000; note: % is set by controls: 0 for no effect and ±100 for the full control effect
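First, compounds were pin-transferred onto 10 nM Pol kappa. After 15 min at room temperature, substrate was added to 50 nM final. Fluorescence was then measured kinetically at 0 and 10 min.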
BAZ2B inh – blocks human BAZ2B | Potency, µM (titrated, usually from 114 µM), without a hit: at the highest dose activity change, negative = inhibition, actives largely listed as inhibitors | AID 504333 | AlphaScreen BAZ2B-H3K14Ac peptide displacement | Q9UIF8 | hit rate 4.4% among 360,000; note: % is set by controls: 0 for no effect and ±100 for the full control effect; nearly all actives have a fitted effect of over 60% in size
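In this displacement format the biotinylated H3(5-23) peptide acetylated at Lys14 serves as ligand at 50 nM, with BAZ2B at 50 nM in PBS pH 7.4 containing 0.01% Tween-20. Donor and acceptor beads are 10 ug/mL final.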
Pol beta inh – inhibitors of human DNA polymerase beta; Pol beta primer extension/strand displacement, fluorescence kinetic; Potency, µM (series often up to 114 µM), for inactives: at the highest dose activity change, negative = inhibition, most hits filed as inhibitors; hit rate 1.3% among 340,000; note: % is set by controls: 0 for no effect and ±100 for the full control effect
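Pol beta (10 nM) and compounds were preincubated 15 min at room temperature, then 50 nM substrate (final) started primer extension/strand displacement. Reads were taken at 0 and 10 min; concentration-response data were fitted to a four-parameter Hill equation.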
The depositor's hits bear a star; ? = inconclusive; . = no result given; & = joins results of further samples; [ ] = remark or other dose. Calls come from the whole dose curve; as a rule, active = well fitted curve in the direction sought with a large enough effect; inconclusive = small, poorly fitted or top-dose-only effect, or another doubt; inactive = no such curve, though single readings can be large; an effect the other way counts as inactive or inconclusive. Potency is the fitted concentration of half-maximal effect. An excerpt (hit frequency here may not be typical).

SMILES | G9a inh | POLH inh | POLI inh | APEX1 inh | Apoferritin bind | BLM inh | Pol kappa inh | BAZ2B inh | Pol beta inh
Nn1c(SCC(=O)N2CCOCC2)nnc1-c1cccnc1 | -12.2%[12.7 µM] | -15.5% | 13.3% | 22.4% | . | . | -19.7% | 0.1% | .
CC(=O)c1cccc(N(C(=O)CNC(=O)c2ccco2)C(C(=O)NCC2CCCO2)c2ccccc2)c1 (centres undefined) | 13.6% | -2.7% | 146.2%[activator] | 21.1% | -1.7% | -2.9% | -2.9% | 5.1% | -7.4%
Cc1ccc(C)c(N2C(=O)N(Cc3c(F)cccc3Cl)c3ccccc3S2(=O)=O)c1 | 0.5%[59 µM] | -27.3% | 4.8% | . | -7.0% | -7.4% | -6.1%[60.1 µM] | -12.1% | ?
CCN(Cc1ccccc1)C(=O)C1CCN(c2ncnc3c2nc2n3CCCCC2)CC1 | 0.6% | -6.3%&-21.6% | 5.1%&18.8% | -2.2% | -8.1%&9.1% | -2.6%&1.4% | -11.9%&-7.4% | -27.7%&-2.8% | -0.1%&12.6%
O=C(Cc1ccccc1)NCC(=O)OCC(=O)c1cccc([N+](=O)[O-])c1 | ? | -1.2% | 15.2% | 3.6% | 1.3% | 0.8% | -4.2% | 2.2% | -1.3%
O=C(c1cc(-c2ccc(Cl)cc2)n[nH]1)N1CCc2ccccc2C1 | -5.3% | -7.2% | 23.1% | 24.2% | 7.4% | -2.8% | 7.9% | -14.2%[57.1 µM] | 0.9%
Cc1ccc(C(=O)CSc2nc3ccccc3o2)cc1 | -4.5%[12.7 µM] | -0.5% | -17.9% | -3.3% | ? | -7.0% | -2.8% | 112.8%[activator] | 9.9%
CC1CCc2nc3ccccc3c(C(=O)OCC(=O)N(C)C3CCS(=O)(=O)C3)c2C1 (centres undefined) | -3.3% | -16.3% | 67.8%[activator] | 13.2% | -6.5% | -3.8% | 2.5% | -4.4% | 31.0%[activator]
COc1ccc(/C(N)=N/OC(=O)CSc2ccccc2)cc1OC | 122.1%[activator] | -15.6% | -12.8% | 0.2% | -4.8% | -2.7% | -4.1% | 77.0%[activator] | 20.3%
Cc1cc(C)cc(OCC(=O)NC(Cc2c[nH]c3ccccc23)C(=O)O)c1 (centres undefined) | -12.1%[59 µM] | . | -8.3% | . | -7.2% | 0.2% | -3.3% | -11.8% | 29.1%
NC(=O)COC(=O)CN1C(=O)C2CCCCC2C1=O (centres undefined) | 4.9% | -13.1% | 8.5% | -2.8% | 8.9% | 3.3% | -8.5% | 1.9% | 13.8%[57.1 µM]
Cc1nc2c(C(=O)NCCc3ccccc3)cnn2c(C)c1Cc1c(F)cccc1Cl | 1.1%[59 µM] | -21.3% | -9.7% | . | 3.0% | -1.1% | 3.5%[60.1 µM] | -1.0% | -24.6%
Cc1ccc(S(=O)(=O)CCC(=O)Nc2ccc(OC(F)(F)F)cc2)cc1 | 5.3%[59 µM] | -6.0% | 0.1% | . | -11.0% | -3.3% | -10.7% | 10.5%[57.1 µM] | -1.0%
CCOc1ccccc1C1NC(=O)NC(C)=C1C(=O)OC1CCCCC1 (centres undefined) | -1.8%[59 µM] | -8.1% | 9.4% | -5.6% | -12.6% | -3.9% | -7.0% | -1.6% | -0.1%
Cc1nc(NC(=O)c2ccc3c(c2)OCO3)ccc1Br | . | -8.5% | 17.1% | 2.9% | -5.7% | -2.5% | 0.1% | -3.0% | -15.3%

Next part; the last 3 above are carried over.
SMILES | G9a inh | POLH inh | POLI inh | APEX1 inh | Apoferritin bind | BLM inh | Pol kappa inh | BAZ2B inh | Pol beta inh
Cc1ccc(S(=O)(=O)CCC(=O)Nc2ccc(OC(F)(F)F)cc2)cc1 | 5.3%[59 µM] | -6.0% | 0.1% | . | -11.0% | -3.3% | -10.7% | 10.5%[57.1 µM] | -1.0%
CCOc1ccccc1C1NC(=O)NC(C)=C1C(=O)OC1CCCCC1 (centres undefined) | -1.8%[59 µM] | -8.1% | 9.4% | -5.6% | -12.6% | -3.9% | -7.0% | -1.6% | -0.1%
Cc1nc(NC(=O)c2ccc3c(c2)OCO3)ccc1Br | . | -8.5% | 17.1% | 2.9% | -5.7% | -2.5% | 0.1% | -3.0% | -15.3%
Cc1ccc(CNC(=O)c2c(-c3ccccc3Cl)noc2C)cc1 | 49.6% | -5.1% | -10.1% | -8.8% | -5.0% | -3.6% | -10.9% | 16.3% | 21.8%
CCOCCCNC(=O)/C(C#N)=C/c1cc(OC)c(O)c([N+](=O)[O-])c1 | 50.1µM* | -1.1% | 61.5%[activator] | -1.0% | ? | -7.6% | -8.6% | ? | -0.7%
CCCN(C(=O)c1ccc(-n2cncn2)c([N+](=O)[O-])c1)C1CCS(=O)(=O)C1 (centres undefined) | 9.4%[12.7 µM] | -6.8% | -4.1% | 7.2% | . | . | -9.9% | 0.7% | .
O=C(COc1ccccc1)Nc1c2c(nn1-c1ccccc1)CS(=O)(=O)C2 | 21.0%[12.7 µM] | -13.1% | 16.7% | -14.1% | 0.7% | -3.7% | -17.0% | 0.4% | 3.7%
CCCN1CCC(NCC(C)c2ccccc2)CC1 (centres undefined) | ? | -13.9% | 14.4% | 21.8% | -3.7% | 3.2% | 0.1% | 0.2% | -0.5%
CCn1nc(C)c2c(-c3ccccc3)cc(=O)n(C(C)C(=O)NCCc3ccc(OC)c(OC)c3)c21 (centres undefined) | 3.1%[59 µM] | -17.8% | 50.8%[activator] | . | -13.3% | 0.0% | -23.0% | -23.3% | -18.2%
Cc1nc(SCC(=O)N2CC(=O)Nc3ccccc32)nc(C)c1C | 31.6µM* | -6.0% | 11.9% | 9.0% | -0.2% | -4.6% | 0.4% | 4.2% | -12.9%
CCn1cc(/C=C(\NC(=O)c2cc(OC)c(OC)c(OC)c2)C(=O)N2CCN(C)CC2)c2ccccc21 | ? | -10.6% | -16.4% | 82.7%[activator] | -1.4% | 0.7% | 14.8% | ? | 17.0%
CCOc1ccc2cc(C#N)c(SCC(=O)N3CCC(C)CC3)nc2c1 | ? | -3.7% | 6.2% | 2.6% | 0.4% | 0.0% | 7.0% | 4.5% | -8.6%
O=c1c(Cc2ccccc2O)c(O)nc2n1CCCS2 | -1.9% | -12.9% | -15.8% | -3.8% | 1.0% | 0.1% | -1.3% | 3.8% | -2.8%
CC(=O)OC(C)CS(=O)(=O)c1ccccc1 (centres undefined) | -7.2% | 1.1% | 72.4%[activator] | -8.8% | -3.1% | -2.5% | -21.8% | 8.4% | 11.4%
COc1cc(/C=C/C(=O)OCC(=O)NCCc2ccccc2)ccc1OC(F)F | 10.0%[12.7 µM] | -15.2% | 29.0% | 3.7% | -11.1% | -7.0% | -4.4% | ? | 29.6%
Cc1nc2c(C#N)c(C)[nH]n2c(=O)c1Cc1ccccc1 | -5.1%[59 µM] | 5.7% | 12.3% | 12.2% | -2.7% | -0.3% | -2.0% | 5.0% | 36.4%
CCN1C(=O)c2cccc3c(NC(=O)c4cccc(N5C(=O)CCC5=O)c4)ccc1c23 | -47.8% | -16.3% | 6.4% | 13.2% | 2.7% | -2.4% | -11.3% | -0.3% | 19.2%
CCOC(=O)N1CCN(C(=O)c2ccc3c(=O)n(CCc4ccccc4)c(=S)[nH]c3c2)CC1 | 16.5% | 11.5% | 24.5% | 4.5% | -16.0% | -2.8% | -5.4% | -10.1% | 12.6%
N#Cc1cc(O)c(-n2nnc3ccccc32)cc1C#N | ? | -15.8% | 5.0% | -0.3% | -9.9% | 1.9% | 1.7% | -24.4% | -14.9%
CCN(CC)S(=O)(=O)c1ccc(NN=C2CCN(C(C)C)CC2)c([N+](=O)[O-])c1 | 44.7µM* | 2.8% | -9.1% | -0.9% | -12.0% | -4.8% | 7.8% | ? | 13.9%
CCC(=O)N1CCc2cc(Br)cc(S(=O)(=O)NCCN3CCCCC3C)c21 (centres undefined) | 17.3%[59 µM] | 7.7% | 0.4% | 0.4% | -10.7% | -8.5% | -2.6% | 8.2% | -1.1%
COc1cccc(COC(=O)c2ccc3c(=O)n4c(nc3c2)CCC4)c1OC | ? | ? | ? | 18.5% | . | . | -7.6% | -9.5% | .
CC(=O)Nc1ccc(S(=O)(=O)N2CCCC2)cc1 | 56.0%[activator] | -7.4% | -16.6% | 38.2% | -8.3% | 1.5% | 5.0% | -0.8% | 17.5%
O=C(Nc1cccc(-c2cn3ccccc3n2)c1)c1cccc(Cl)c1 | 8.6%[59 µM] | -11.0% | 10.2% | -3.6% | -3.4% | -3.7% | -6.2% | 8.3% | 0.5%
COc1ccc(C(=O)NCC(c2ccccc2)N2CCCC2)cc1S(=O)(=O)N1CCOCC1 (centres undefined) | 11.0%[12.7 µM] | 2.3% | -14.0% | -5.0% | . | . | -13.0% | -2.8% | .
Cc1cc(OCCCC(=O)N2CCCCC2)cc(C)c1Cl | 9.9%[12.7 µM] | -5.0% | -0.7% | 0.9% | -2.6% | -2.6% | -15.1% | 20.3% | 7.4%
Cc1ccc(C(=O)NCCNS(=O)(=O)c2ccccc2[N+](=O)[O-])cc1 | -1.1%[0.501 µM] | -21.4% | 56.5%[activator] | 2.4% | 0.6% | 0.8% | 0.4% | 0.3% | 7.1%
O=c1oc2cc(O)ccc2cc1S(=O)(=O)c1ccccc1 | 52.7%[activator] | -2.9% | ? | -5.1% | . | 2.8% | -30.3% | 19.3% | -24.4%
CC(NC(=O)c1ccco1)C(=O)OC(C)C(=O)NCc1ccccc1 (centres undefined) | 4.1% | -1.0% | 103.4%[activator] | -5.6% | -4.9% | -1.2% | 0.0% | . | -11.0%
O=C(N/N=C/c1ccsc1)c1ccc2ccccc2n1 | 16.8%[0.0925 µM] | -1.8% | 40.8%[activator] | -1.8% | -19.3% | 0.0% | -0.2% | -4.7% | -16.3%
CCC1=C(OC(=O)N(CC)CC)N2C(=O)OC(=NCCOC)[C@]2(Cc2ccccc2)[C@H]2C1=CC[C@H]1C(=O)N(CC)C(=O)[C@H]12 | 15.3%[59 µM] | -15.6% | 1.2% | -4.0%&3.0% | 3.9%&-12.0% | -0.1%&-0.7% | -2.4% | 1.1% | 21.9%
